# Screening results (PubChem BioAssay)
# TCR activator: Activators of T cell receptors: qHTS campaign; primary human leukocytes, anti-CD3, IL-2 HTRF, 48 h; Potency, µM (doses to about 9.22 µM), without a hit: top-dose activation of IL-2 secretion, hits mostly activators; 330,000 tested, under 10 active; further: % of control where 0% means no effect
#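 IL-2 produced over 48 hr by a-CD3 bead-stimulated primary human leukocytes exposed to compounds was detected with a homogeneous time-resolved FRET immunoassay, 665nm acceptor signal after 320nm excitation.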
# TSG101-PTAP inh: qHTS Assay for Iinhibitors of HIV-1 Budding by Blocking the Interaction of PTAP/TSG101; Tumor susceptibility gene 101 protein (Homo sapiens), Q99816; Fluorescence polarization, FITC-PTAP peptide / Tsg101 binding; Potency, µM (doses to about 115 µM), without a hit: top-dose activity change, negative = inhibition, hits mostly inhibitors; 340,000 tested, under 10 active; active means well fitted inhibition curve with a large enough effect in the main read-out, with a control signal flat, not every such curve was filed as active; inconclusive means small, poorly fitted or top-dose-only effect, or effect the other way, or a change in a side signal; inactive means no such curve, though single readings can be large or run the other way; further: potency means the concentration at half of the fitted maximal effect; % of control where 0% means no effect
# Target sequence (Q99816 whole entry, looked up): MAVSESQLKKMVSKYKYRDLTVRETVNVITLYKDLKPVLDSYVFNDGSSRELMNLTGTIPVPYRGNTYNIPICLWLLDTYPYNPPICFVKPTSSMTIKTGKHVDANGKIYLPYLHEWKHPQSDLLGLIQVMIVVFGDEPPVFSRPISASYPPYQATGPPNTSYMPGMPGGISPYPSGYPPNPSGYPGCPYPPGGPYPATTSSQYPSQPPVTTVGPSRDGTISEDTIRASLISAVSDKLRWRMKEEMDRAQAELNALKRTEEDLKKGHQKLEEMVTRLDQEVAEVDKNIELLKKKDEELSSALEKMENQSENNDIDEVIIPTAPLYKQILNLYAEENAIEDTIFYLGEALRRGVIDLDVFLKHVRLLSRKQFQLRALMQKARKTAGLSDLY
#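 Steps: Tsg101 binding domain dispensed (10 uM final), compounds pinned in DMSO, FITC-labeled PTAP-motif peptide added (50 nM final); after 20 min binding at room temperature, polarization measured.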
# MLL CXXC-DNA inh: qHTS Fluorescence Polarization Assay for Inhibitors of MLL CXXC domain - DNA interaction. actives 0.037% (n = 290,000). Potency, µM (top dose mostly 115 µM), inactives show top-dose activity change, negative = inhibition, most hits filed as inhibitors. MLL-CXXC / FITC-HOXA9 DNA fluorescence polarization; active means well fitted inhibition curve with a large enough effect in the polarisation, with a control signal flat, not every such curve was filed as active; inconclusive means small, poorly fitted or top-dose-only effect, or effect the other way, or a change in a side signal; inactive means no such curve, though single readings can be large or run the other way; the % refers to the polarisation; further: potency means the concentration at half of the fitted maximal effect
#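 Steps: dispense CXXC domain solution (7 uM) → pin compounds or unlabeled HOX-A9 DNA control → 5 min ambient → add FLSN-HOX-A9 solution (50 nM) → spin → 30 min ambient → fluorescence polarization. Tris pH 7.5/NaCl/DTT/BSA buffer.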
# p53 reactivator: qHTS assay for re-activators of p53 using a Luc reporter; actives 0.063% (n = 320,000); Potency, µM (highest dose often 92.2 µM), for the others: top-dose activity change, positive = activation, most hits filed as activators; H1299 p53-A138V BP100-luciferase reporter, luminescence, 24 h; further: potency means the concentration at half of the fitted maximal effect; % of control where 0% means no effect; nearly all actives have a fitted effect of over 45% in size
#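 p53-null H1299 cells stably carrying temperature-sensitive p53-A138V and a BP100-luciferase reporter were pinned with compounds (4-point, 1:5 series) and held 24 hrs at 37 deg C. Luminescence was read 10 min after detection reagent.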
# A-T KAP1 phos: qHTS Assay for Identifying a Potential Treatment of Ataxia-Telangiectasia. actives 0.19% (n = 320,000). […] A-T fibroblasts, KAP-1 phosphorylation AlphaLISA; neocarzinostatin DNA damage 30 min before lysis. AID 485349, 2010. Potency, µM (series often up to 57.5 µM), for inactives: top-dose activation, actives largely listed as activators; further: potency means the concentration at half of the fitted maximal effect; % of control where 0% means no effect; nearly all actives have a fitted effect of over 45% in size
#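 ATM-like activity read as KAP-1 phosphorylation via AlphaLISA donor/acceptor antibody pairs after lysis and 6 hr at 25C. Cells were ATM-null patient fibroblasts ([…], hTERT), dosed 60 min, then exposed to the DSB inducer NCS for 30 min.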
# ELG1 repair inh: qHTS screen for small molecules that inhibit ELG1-dependent DNA repair in human embryonic kidney (HEK293T) cells expressing luciferase-tagged ELG1; HEK293T ELG1-luciferase reporter, luminescence, 16 h; DNA damage induced by 5-fluorouridine; Potency, µM (top dose mostly 46.1 µM), inactives show at the highest dose activity change, negative = inhibition, most hits filed as inhibitors; actives 2.3% (n = 330,000); AID 504467, 2011; further: potency means the concentration at half of the fitted maximal effect; on the % scale 0 is the no-effect control and ±100 the full control effect; nearly all actives have a fitted effect of over 55% in size
#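 Quantitative HTS, concentration-response format. 2,000 cells/well co-treated with 5-fluorouridine and compound, 16 hr in 5% CO2 at 37 °C; ONE-Glo luminescence read after 30 min.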
# BRCA1 expr up: qHTS Assay to Identify Small Molecule Activators of BRCA1 Expression; MCF7-BRCA1-FFLuc reporter, luminescence, 48 h; response scale: scaled: vehicle 0%, 10 µM genistein 100%; Potency, µM (titrated, usually from 46.1 µM), inactives show at the top dose activation, usual class: activators; actives 1.1% (n = 380,000); AID 624202, 2012; further: potency means the concentration at half of the fitted maximal effect; nearly all actives have a fitted effect of over 80% in size; some results filed as inactive show a strong effect at the top dose
#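 MCF7-BRCA1-FFLuc cells, 2000/well in phenol-red-free MEM, attached 2 h then treated 48 h at 37 C. Luciferase luminescence read 15 min after reagent; normalized to genistein maximum activation (10microM) and DMSO, concentration-response fitted.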
# Integrin act MD: qHTS for Activators of Integrin-Mediated Alleviation for Muscular Dystrophy; alpha7betagal myoblasts, beta-gal FDG fluorescence, 48 h; Potency, µM (series often up to 38.3 µM), for the others: top-dose activation, hits mostly activators; actives 0.064% (n = 350,000); AID 624291, 2012;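 further: potency means the concentration at half of the fitted maximal effect; 100% = response of the positive control SU9516; nearly all actives have a fitted effect of over 60% in size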
#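 Alpha7betagal+/- myoblasts (passage 13) were plated 16-24 hr, then exposed to compounds (1:260 dilution of DMSO stock) for 48 hours at 37C. After MPER lysis, β-galactosidase reporter activity was read as FDG fluorescence (ex 480/em 540) after 30 minutes.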
# TRPV1 ag: HTS Assay for Compounds that Act as Agonists of the Vanilloid Receptor 1; Transient receptor potential cation channel subfamily V member 1 (Homo sapiens), Q8NER1; TRPV1-expressing cells, Fluo-8 calcium influx, agonist mode; activation, % at 8.33 µM; actives 0.19% (n = 320,000); in the data active means activation above about 80%; inconclusive means between about 30% and that limit; further: 0% is about no effect
#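 Cells expressing TRPV1 were dye-loaded with Fluo-8 and read kinetically: 10 s baseline, 3 min after compound (agonist portion), then 2 min after EC20 capsaicin (allosteric enhancer portion). Calcium-bound dye fluorescence at 480/520 nm.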
# B2AR arrestin: qHTS assay of beta-arrestin-biased ligands of beta2-adrenergic receptor; Beta-2 adrenergic receptor (Homo sapiens), P07550; beta-arrestin recruitment to beta2AR, cell-based reporter; Potency, µM (doses to about 46.1 µM), without a hit: at the top dose activation, usual class: activators; actives 0.02% (n = 330,000);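 further: potency means the concentration at half of the fitted maximal effect; 0% = DMSO controls and full agonism = EC100 isoproterenol or metaproterenol; nearly all actives have a fitted effect of over 65% in size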
# Target sequence (P07550 whole entry, looked up): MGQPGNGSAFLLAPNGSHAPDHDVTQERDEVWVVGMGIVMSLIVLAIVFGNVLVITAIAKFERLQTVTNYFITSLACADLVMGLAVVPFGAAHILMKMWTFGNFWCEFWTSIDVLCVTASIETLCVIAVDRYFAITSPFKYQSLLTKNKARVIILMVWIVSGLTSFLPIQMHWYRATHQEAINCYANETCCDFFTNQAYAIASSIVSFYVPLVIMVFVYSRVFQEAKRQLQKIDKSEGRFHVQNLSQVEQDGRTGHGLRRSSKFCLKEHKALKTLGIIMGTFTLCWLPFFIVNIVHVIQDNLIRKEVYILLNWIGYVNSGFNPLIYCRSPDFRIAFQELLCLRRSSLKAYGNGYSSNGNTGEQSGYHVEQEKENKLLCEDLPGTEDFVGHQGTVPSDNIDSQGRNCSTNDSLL
# Starred values were filed as active, the others as inactive; ? = inconclusive; · = not tested or not shown; [ ] = another dose, or the depositor's remark. Unless noted, the call rests on the fitted dose curve; in most records, active means well fitted curve in the direction sought with a large enough effect; inconclusive means small, poorly fitted or top-dose-only effect, or another doubt; inactive means no such curve, though single readings can be large; an effect the other way counts as inactive or inconclusive.
SMILES,TCR activator,TSG101-PTAP inh,MLL CXXC-DNA inh,p53 reactivator,A-T KAP1 phos,ELG1 repair inh,BRCA1 expr up,Integrin act MD,TRPV1 ag,B2AR arrestin
CC1=NN(C(C#N)c2ccc([N+](=O)[O-])cc2)C(C)(C)C1 (stereo unspecified),-3%,2%,5%,12%,3.5µM*,?,7%,-3%,3,-0.5%
COc1cccc(C2=NOC(C(=O)NC(C)(C)C)C2)c1 (stereo unspecified),-3%,-3%,16%,-5%,1%,15%,12%,-13%[7.66 µM],0,-0.3%
Cn1nc(C(C)(C)C)c([N+](=O)[O-])c1C(=O)N1CCCCCC1,-3%,-5%,13%,-1%,2%,12%,12%,8%,14,-0.5%
CCOC(=O)C1CCCN(C(=O)CN2CCN(Cc3ccc(Cl)cc3)C2=O)C1 (stereo unspecified),2%,-1%,-1%,3%,2%,?,-9%,10%,1,0.6%
Cc1ccc(OCc2nnc(SCC(=O)NCc3ccccc3)n2C)cc1,2%,-2%,15%,-1%,-1%,0%,0%,10%,0,0.0%
COC(=O)[C@H](CC(C)C)NC(=O)Cn1cnc2c(SC)nc(N)nc21,1%,-15%,·,-6%,1%,7%,14%,8%,·,4.4%
O=C(CCn1ccc([N+](=O)[O-])n1)NC1CCCCCC1,-1%[46.1 µM],-3%,4%,2%,-6%,3%,4%,-32%,4,-0.6%
C(=N\Nc1nc2ccccc2s1)/c1ccco1,-3%,-4%,1%,?,1%,?,-30%,-8%,9,0.2%
COc1ccccc1C(=O)NCCN1CCN(c2ccccc2)CC1,-2%,-1%,-3%,2%,2%,-1%,-2%,13%,0,0.5%
Cc1ccccc1CS(=O)(=O)c1snnc1C,-1%,-5%,10%,-4%,3%,8%,1%,-36%,-3,0.6%
Cc1cccc(N2CCN(CC(=O)NCc3ccccc3)CC2)c1C,2%,-1%,1%,-53%[inhibitor],-8%,-19%,-10%,16%,?,0.1%
O=[N+]([O-])c1sccc1CS(=O)(=O)c1ccccc1,-1%,-2%,-2%,14%,8%,-6%,-14%,-11%,-2,-0.5%
C=CCN(CC=C)C(=O)C[n+]1ccc(C(N)=O)cc1,5%,-6%,-7%,2%,8%,7%,0%,-19%,2,-0.7%
COc1ccc(-c2nnc(SCC(=O)OC3CCCCC3)o2)cc1OC,0%,-5%,-7%,6%,1%,7%,6%,27%,30,-0.3%
CN1CCN(c2oc(-c3ccccc3)nc2S(=O)(=O)c2ccc(Br)cc2)CC1,2%,-1%,23%,-6%,-3%,?,-27%,-19%,6,-0.1%
N#C/C(=C\c1ccccc1)C(=O)Nc1cccnc1,-7%,-9%,-13%,-2%,0%,-19%,1%,15%,·,3.8%
Cc1ccccc1NCc1ccc(O)c2ncccc12,-3%[46.1 µM],-1%,156%[activator],10%,·,-3%,-84%,-47%[inhibitor],0,0.6%
CN1CCC(=NNC(=O)c2ccc(N(Cc3ccc(Cl)cc3)S(C)(=O)=O)cc2)CC1,4%,-4%,6%,-7%,-2%,0%,-4%,-4%,5,-0.9%
COc1ccc(NS(=O)(=O)c2cccc(NC(=O)NCCCl)c2)cc1,1%,-3%,8%,0%,-1%,-19%,-18%,10%,1,0.4%
NC(=S)n1[nH]c(-c2ccccc2)c(N=Nc2ccccc2C(=O)N2CCOCC2)c1=O,1%,-6%,-5%,-5%,5%,-30%,-4%,-10%,-8,-0.5%
COc1cc(C2N(c3ccc(Cl)cc3)C(=O)C3CCCN32)cc(OC)c1OC (stereo unspecified),-4%,1%,3%,-2%,-1%,14%,-5%,-16%,1,0.5%
CC(C)(CNC(=O)c1sc2cc(Cl)ccc2c1Cl)N1CCOCC1,1%,-1%,·,-3%,?,?,-29%,19%,6,0.2%
Cc1ccc(Cn2nnc3c(=O)n(Cc4cccc(C)c4)cnc32)cc1,·,-7%,-4%,-9%,7%,-13%,-4%,?,8,0.2%
CCCc1nnc(SCC(=O)N2CCCC(C)C2)n1CC1CCCO1 (stereo unspecified),5%,-2%,11%,1%,1%,-8%,-4%,-10%,1,-0.5%
Cc1ccc(NC(=O)c2ccco2)c(NC(=O)c2cccs2)c1,-1%,-5%,-5%,-1%,-3%,1%,2%,-14%,13,-0.4%
CC(C)OC(=O)C1C2C=CC3(CN(Cc4cccs4)C(=O)C13)O2 (stereo unspecified),4%,-3%,9%,-1%,3%,3%,-4%,15%,0,0.2%
COc1cc(C2CC(=O)OC3=C2C(=O)CC(C)(C)C3)cc(OC)c1OC (stereo unspecified),0%,0%,6%,7%,3%,-5%,-4%,?,-1,-0.2%
O=C(O)CC(NC(=O)C12CC3CC(CC(C3)C1)C2)c1cccc([N+](=O)[O-])c1 (stereo unspecified),-4%,-5%,-2%,-1%,3%,-1%,-11%,22%,2,-1.0%
CCCn1c(N)c(C(=O)CN(C)CC(=O)Nc2c(Cl)cccc2Cl)c(=O)[nH]c1=O,12%,-6%,·,0%,-6%,?,9%,27%,-1,-0.1%
COc1ccccc1Oc1ccc(S(=O)(=O)N2CCN(C)CC2)cc1,1%,-2%,-1%,-1%,-6%,-19%,-7%,11%,9,-0.1%
CCOC(=O)C1(Cc2ccccc2C(F)(F)F)CCN(C(=O)c2cc(C(C)=O)n[nH]2)CC1,-9%,-7%,9%,1%,-4%,-5%,-5%,-12%,27,-0.2%
COc1cccc2c1N1C(=O)c3c(C(=O)O)cccc3C1CC2(C)C (stereo unspecified),0%,1%,1%,-8%,-3%,0%,0%,10%,-2,0.2%
Cn1c(=O)c(S(=O)C2CCCCC2)c(O)c2ccccc21 (stereo unspecified),-4%,-2%,·,·,·,·,-1%,16%,·,·
COc1cc(C(=O)NCC(c2cccs2)N2CCOCC2)c([N+](=O)[O-])cc1OC (stereo unspecified),-7%,-5%,·,-1%,-2%,1%,-11%,12%,-1,0.1%
COC(=O)c1ccc(CSc2nc3c(cnn3-c3ccc(F)cc3)c(=O)[nH]2)o1,1%,5%,-2%,-9%,0%,7%,-10%,-1%,1,0.0%
COc1ccc(OCCC(=O)c2ccc(OC)cc2)cc1,9%,-2%,1%,-18%,4%,4%,-23%,-26%,0,-0.3%
Cc1cc(C)cc(OC(=O)CCN2C(=O)c3ccccc3C2=O)c1,2%[46.1 µM],-5%,-5%,-7%,-1%,11%,4%,0%,4,-0.2%
CC1(C)NC(=O)N(CCOCCOc2ccccc2)C1=O,1%,-1%,5%,1%,1%,0%,0%,-7%,-1,-0.2%
Cc1nc2ccc(NC(=O)c3ccc(N4C(=O)CCC4=O)cc3)cc2s1,0%,1%,0%,1%,-6%,8%,-5%,0%,2,0.6%
Cc1cc(C(=O)OCC(=O)Nc2ccc(F)cc2F)c(C)o1,-3%,-10%,7%,20%,·,12%,-13%,9%,9,-0.3%
O=C(NC1CCN(C(=O)Nc2cccc(F)c2)CC1)C1CCCCC1,0%,-2%,-5%,21%,1%,4%,3%,4%,5,-0.7%
O=C(COC(=O)c1ccc(Br)cc1)NCc1ccc(F)cc1,-3%,0%,3%,0%,-3%,1%,-2%,-20%,?,0.2%
CS(=O)(=O)c1ccc2c(c1)SC1=NC(=O)/C(=C/c3ccco3)C(=N)N12,4%,-1%,52%[activator],8%,3%,?,23%,5%,-2,-0.4%
C/C(=N\NC(=O)c1cccc([N+](=O)[O-])c1)c1ccco1,-1%,-2%,-17%,10%,8%,?,-13%,-1%,0,0.6%
CC(=O)NCCc1ccc(O)cc1,-3%,-3%,4%,8%,30%,7%,-5%,-14%,-3,-0.1%
COc1ccc([C@H]2CC(=O)C=C(c3cccc(OC(F)(F)F)c3)C2)cc1,-2%,0%,·,-10%,2%,0%,-69%,30%,?,-0.2%
COc1cc(NC(=O)c2ccc(-c3ccc(Br)cc3)o2)ccc1NC(=O)C(C)C,0%,-5%,13%,-5%,7%,1%,-45%,5%,-2,0.1%

# A different layout for part of the listing above.
# Below each SMILES: TCR activator, TSG101-PTAP inh, MLL CXXC-DNA inh, p53 reactivator, A-T KAP1 phos, ELG1 repair inh, BRCA1 expr up, Integrin act MD, TRPV1 ag, B2AR arrestin
- Cc1ccccc1NCc1ccc(O)c2ncccc12
 : -3%[46.1 µM], -1%, 156%[activator], 10%, ·, -3%, -84%, -47%[inhibitor], 0, 0.6%
- CN1CCC(=NNC(=O)c2ccc(N(Cc3ccc(Cl)cc3)S(C)(=O)=O)cc2)CC1
 : 4%, -4%, 6%, -7%, -2%, 0%, -4%, -4%, 5, -0.9%

# Random draw from the library. About 3.8% of those tested had a hit in this group.
